Rac1 wt GTP bind: modulators of human Rac1 wildtype GTP binding. P63000. GST-Rac1 beads, fluorescent GTP binding, flow cytometry; actives lie on both sides; 0 = cold GTP competed, 100 = untreated. GTP binding activity (% of control), % at 10 µM. hit rate 0.27% among 190,000;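 active means GTP binding activity at least 20 points away from the 100% control level, either lower or higher; inconclusive means compound flagged as likely green fluorescent, judged across all proteins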
Avidin bead fluor: compound fluoresces at 488/530 nm on avidin beads; compound fluorescence 488/530 nm, flow cytometry; hits give high values; fluorescence (KMESF) at 10 µM; hit rate 0.38% among 220,000; in the data active means fluorescence above about 47; further: inactives centre near 10
Rab2 wt GTP: changes GTP binding to wildtype dog Rab2A, up or down; hit rate 0.19% among 190,000; GTP binding activity, % at 10 µM; P61105; GST-Rab2 wt beads, Bodipy-GTP binding, flow cytometry; AID 760;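 active means GTP binding activity at least 20 points away from 100%, either lowered or raised; inconclusive means signal likely due to the compound's own green fluorescence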;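 further: 0% = beads with excess unlabeled GTP and 100% = no-compound control corrected for plate trend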
HRas wt GTP: modulators of GTP binding to human HRas wildtype; P01112; GST-Ras wt beads, Bodipy-FL-GTP binding, flow cytometry; actives lie on both sides; GTP binding activity, % at 10 µM; hit rate 0.14% among 190,000; AID 759;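 active means GTP binding activity at least 20% away from the 100% baseline, either lowered as inhibitor or raised as activator; inconclusive means flagged as likely green fluorescent, judged across all proteins in the well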;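 further: 0% = unlabeled GTP competition control and 100% = no-compound control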
Target sequence (P01112 whole entry, looked up): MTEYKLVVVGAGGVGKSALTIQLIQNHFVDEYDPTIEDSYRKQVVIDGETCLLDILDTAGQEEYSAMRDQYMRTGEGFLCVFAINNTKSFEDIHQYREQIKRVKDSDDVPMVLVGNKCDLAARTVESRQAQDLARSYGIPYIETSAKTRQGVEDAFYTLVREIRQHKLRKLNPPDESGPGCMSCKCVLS
Cdc42 wt: human Cdc42 wildtype GTP binding change, either direction; GST-Cdc42 beads, Bodipy-GTP binding, flow cytometry; actives lie on both sides; hit rate 0.2% among 190,000; AID 761; percent activity (GTP binding), % at 10 µM; P60953;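 active means percent activity GTP binding at least 20 points away from the 100% baseline, either down as inhibitor or up as activator; inconclusive means compound flagged as likely green fluorescent from well-wide comparison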;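 further: median bead fluorescence of bound Bodipy-FL-GTP at 100 nM; 0% = excess unlabeled GTP control and 100% = no compound control; below 100% means less GTP binding so inhibitor and above means activator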
Target sequence (P60953 whole entry, looked up): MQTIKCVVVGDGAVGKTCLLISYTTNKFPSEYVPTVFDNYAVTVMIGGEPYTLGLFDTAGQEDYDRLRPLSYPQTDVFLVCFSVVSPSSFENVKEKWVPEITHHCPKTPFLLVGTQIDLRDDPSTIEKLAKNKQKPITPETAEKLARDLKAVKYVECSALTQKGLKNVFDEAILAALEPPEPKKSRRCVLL
Mcl-1 Bim block: disrupts Bim peptide binding to human Mcl-1 | Q07820 | Bead-based flow cytometry, Bim peptide-Mcl-1 binding | inhibition, % at 10 µM | hit rate 0.1% among 190,000 | AID 1009; in the data active means inhibition above about 40%;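 further: 0% = no compound tracer wells and 100% = peptide blocker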
Target sequence (Q07820 whole entry, looked up): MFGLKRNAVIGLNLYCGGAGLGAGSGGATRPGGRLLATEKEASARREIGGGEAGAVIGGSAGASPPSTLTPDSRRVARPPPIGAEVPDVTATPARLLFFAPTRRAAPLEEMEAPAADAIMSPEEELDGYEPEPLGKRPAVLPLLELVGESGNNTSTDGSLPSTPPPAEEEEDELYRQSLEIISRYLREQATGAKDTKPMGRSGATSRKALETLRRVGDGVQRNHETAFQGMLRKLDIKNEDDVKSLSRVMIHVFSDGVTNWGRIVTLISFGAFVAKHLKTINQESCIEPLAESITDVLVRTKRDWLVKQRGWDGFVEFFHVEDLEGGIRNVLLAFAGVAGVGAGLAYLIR
Mcl1-Bid inh: disrupts binding of human Mcl-1 to Bid peptide; inhibition, % at 21.7 µM; hit rate 0.97% among 220,000; AID 1021; Q07820; TR-FRET Mcl-1/Bid-Dy647 peptide binding, 1536-well;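 active means compounds that cut the binding signal by more than half at the single screening dose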;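 further: His-tagged Mcl-1 with europium anti-His antibody binding Bid BH3 peptide; 0% = Mcl-1 plus peptide wells and 100% = peptide-only wells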
Mcl1-Noxa inh: disrupts binding of human Mcl-1 to Noxa peptide; Q07820; TR-FRET Mcl-1/Noxa peptide binding, 2 h; hit rate 1.5% among 220,000; inhibition, % at 21.7 µM; AID 1022;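 active means compounds that cut the protein-peptide binding signal by more than 50% relative to plate controls in a single-dose test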;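 further: His-tagged Mcl-1 with rhodamine Noxa BH3 peptide and terbium anti-His antibody; 0% = Mcl-1 plus Noxa peptide wells and 100% = peptide-only wells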
Pf gametocyte: P. falciparum stage V gametocyte viability inhibition | P. falciparum stage V gametocytes, ATP luminescence, 24 h | inhibition, % at 10.9 µM | hit rate 0.065% among 150,000;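 active means inhibition above the mean plus 3 SD of compounds within the control limits, set per campaign, cut at about 38% in these data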;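 further: 0% = DMSO wells and 100% = medium only without gametocytes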
Rac1 act GTP bind: human Rac1 activated mutant GTP binding change; P63000; GST-Rac1 activated beads, fluorescent GTP binding, flow cytometry; actives lie on both sides; 100% means binding = to untreated wells; percent activity (GTP binding), % at 10 µM; hit rate 0.11% among 190,000; AID 764;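 active means GTP binding at least 20 percentage points away from the 100% baseline, in either direction, so actives lie on both sides; inconclusive means Compound likely fluorescent itself, or too few beads counted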
Rab7 wt modul: alters GTP binding to wildtype dog Rab7. GST-Rab7 beads, fluorescent GTP binding, flow cytometry; actives lie on both sides; untreated = 100%, excess cold GTP = 0%. GTP binding activity (percent of control), % at 10 µM. hit rate 0.055% among 190,000. AID 758;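 active means fluorescent GTP binding to Rab7 beads changed by at least 20 points from the 100% baseline, either direction, mostly lower; inconclusive means compound itself probably fluorescent, or too few beads counted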;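 further: median green fluorescence of bound Bodipy-FL-GTP per Rab7 bead population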
* = called active by the depositor; ? = inconclusive; . = no result given.

Molecule	Mcl-1 Bim block	Avidin bead fluor	Mcl1-Noxa inh	Pf gametocyte	Mcl1-Bid inh	Rac1 act GTP bind	HRas wt GTP	Rab2 wt GTP	Rac1 wt GTP bind	Rab7 wt modul	Cdc42 wt
CC(C)Cn1cnc2c(c1=O)c1nc3ccccc3nc1n2Cc1ccc2c(c1)OCO2	0	11	3	.	-15	95	96	98	100	99	96
CCc1ccc(NC(=O)N(C2CCCCC2)C(C)c2cccnc2)cc1 (configuration not stated)	-2	1	9	14	-12	100	101	101	103	98	100
O=C(Cc1ccc(-c2ccccc2)cc1)NC1CCCC1	45*	11	8	34	-10	96	97	96	99	98	97
Cc1c(Cl)cnc(NC(=O)CSc2nncs2)c1Cl	-2	14	10	.	-11	97	98	98	100	100	102
CCN(CC)CCCOC(=O)c1ccc(OC)cc1O	1	9	9	7	-24	96	98	97	99	103	97
Cc1c(Br)c([N+](=O)[O-])nn1CC(=O)NCc1ccccc1	-1	9	3	-5	-6	93	98	99	97	104	99
Cc1oc(/C=N/NC(=O)CN(c2ccccc2Br)S(C)(=O)=O)cc1Br	-3	16	-4	.	6	98	99	99	101	98	100
O=C(Nc1nc(-c2cc(Cl)sc2Cl)cs1)c1cccs1	1	6	8	.	6	98	99	98	99	98	99
CC(C)N(Cc1nc(-c2ccc(Cl)cc2)no1)C(=O)C(c1ccccc1)c1ccccc1	-3	7	24	15	22	100	101	102	103	100	102
NC(=O)c1ccccc1NC(=O)CS(=O)(=O)Cc1ccccc1	-4	28	-1	10	-15	101	102	104	109	104	104
Cc1nn(C)c(C(=O)NNC(=S)NC2CCCCC2)c1Br	-3	8	-5	-21	-78	94	97	98	97	95	99
Cc1ccc(OCCC(=O)Nc2ccc(F)c(F)c2)cc1	-2	5	-6	3	-42	98	94	94	99	93	96
CCCCCCOc1ccc(/C(N)=N/O)cc1	0	44	-1	.	-1	100	100	100	103	98	101
CCOC(=O)c1sc(NC(=O)c2ccccc2)cc1C	-2	4	-4	18	-22	97	98	99	100	94	98
COCCNC(=O)CSc1nc2ccccc2c(=O)n1CCC(=O)NCCc1ccc(OC)c(OC)c1	-1	14	5	12	-4	94	97	95	100	98	97
CCC1(C)NC(=O)N(CC(=O)Nc2sc3c(c2C(=O)OC)CCCCC3)C1=O (configuration not stated)	-3	7	8	-8	-20	99	100	100	105	98	100
COc1ccc(CN2CCN(Cc3cccc4nonc34)CC2CCO)c(C)c1C (configuration not stated)	-6	1	2	4	-23	99	100	101	99	104	97
Cn1c(=O)c(=O)n(C)c2cc(S(=O)(=O)N3CCOCC3)ccc21	-4	14	-20	-2	-17	100	102	102	101	98	106
COc1ccc(Cl)cc1C(=O)NNC(=O)CSc1nnc2ccccn12	0	10	4	-13	-22	92	95	97	93	102	94
CCOC(=O)c1c(C)n(C)c2c(C)cc(O)c(OC(C)=O)c12	0	15	-12	.	-21	100	102	101	104	103	103
COc1cccc(CNc2nc3nc(C)cc(=O)n3[nH]2)c1	0	19	20	.	-17	95	98	98	98	97	100
CCOC(=O)c1sc(NC(=O)C(CC)Sc2nnc3c4ccccc4n(C(C)C)c3n2)nc1C (configuration not stated)	0	7	9	.	-6	100	102	100	107	104	103
C=CCNC(=S)NN=C1CCCCCCC1	0	8	-10	-2	-47	92	93	94	97	94	96
COc1ccc(NS(=O)(=O)c2ccc3nc(COc4ccc5ccccc5c4)[nH]c3c2)cc1	0	8	14	6	-8	98	96	100	99	94	97
O=C(COC(=O)CCSc1ccc(Cl)cc1)NCc1ccco1	1	12	20	1	-11	95	97	96	96	99	98
COc1cccc(NC(=O)CSc2nc3ccsc3c(=O)n2-c2ccc(C(=O)O)cc2)c1	-1	11	12	0	-6	92	95	91	97	101	93
Cc1ccc(-n2c(SCC(=O)Nc3ccc(N4CCOCC4)cc3)nc3ccccc3c2=O)cc1	-2	8	1	-12	-12	97	100	98	101	102	101
CC(C)Cn1c(N)c(C(=O)CSc2ccc3c(c2)OCCO3)c(=O)n(C)c1=O	3	36	22	.	-1	103	104	105	105	105	106
COc1ccccc1-c1nnc(SCC(=O)O)n1-c1ccc(C)cc1	-1	22	25	.	4	92	96	98	98	108	98
O=C(Nc1ccc(N2CCN(C(=O)c3cccs3)CC2)c(Cl)c1)c1ccco1	-4	5	-1	.	-46	89	83	85	95	80	93
c1cc2c(nn1)CCc1nonc1-2	3	36	16	-12	2	99	103	102	103	104	104
COc1ccccc1CN1CCN(C(=O)c2ccncc2)CC1	0	8	21	.	41	91	91	93	88	96	90
CCCCC(=O)N=c1sc2cc(S(C)(=O)=O)ccc2n1C	0	9	5	.	-17	100	99	98	99	97	102
CCOc1ccccc1NC(=O)Cc1coc2ccc(C)cc12	1	10	2	3	-22	97	97	96	98	96	98
COc1ccc(N(C)C(=O)c2onc3c2CCCC3)cc1	-2	2	9	-13	0	101	104	99	105	99	99
Cc1cc(Cl)c(OCCCSc2nc(C)cc(=O)[nH]2)c(Br)c1	-4	21	21	.	-13	97	99	99	100	101	100
N/C(=N\OC(=O)c1cccc(F)c1)c1ccccc1	-1	9	-11	.	-19	100	97	101	101	97	99
O=C(NNC(=O)c1ccc([N+](=O)[O-])cc1)c1ccncc1	-1	2	6	-10	-7	102	106	100	106	99	102
Cc1cc([N+](=O)[O-])c(C)cc1-c1ccc(/C=N/NC(=O)c2cccnc2)o1	-4	10	30	.	-22	89	88	91	88	94	86
Fc1ccc(OCc2nnc(SCCN3CCOCC3)o2)cc1	-4	21	-3	20	-1	97	99	99	102	96	98
S=C(NCCC1=CCCCC1)NCc1ccco1	-5	7	14	.	-25	97	97	99	99	105	100
CCCCn1c(=O)[nH]c(=O)c2c1nc(-c1ccc3ccccc3c1)n2CC	8	13	9	15	-14	93	92	94	93	94	93
COC(=O)c1c(NC(=O)C2Cc3ccccc3C(=O)O2)sc2c1CCCC2 (configuration not stated)	-3	13	-50	-1	-10	96	99	100	99	99	100
Cn1ncc(C#N)c1NC(=O)C1CC(c2c(F)cccc2Cl)=NO1 (configuration not stated)	3	27	9	.	-13	101	100	101	102	97	101
CCOC(=O)N1CCN(c2cc(C)c([N+](=O)[O-])cc2F)CC1	-1	7	0	-17	-6	97	98	96	98	102	96
CN(Cc1ccccc1)C(=O)CSc1nc2ccccc2c(=O)n1Cc1ccco1	-5	16	12	.	6	98	98	99	103	102	100
COc1ccccc1/C=C/CN1CCOCC1	1	9	30	.	29	98	100	98	101	98	103
CCOC(=O)C1=C(C)NC(=O)NC1c1ccccc1Cl (configuration not stated)	-2	7	8	-6	-8	96	97	94	94	96	95
Cn1c(=O)c2c(nc(N3CCc4ccccc4C3)n2Cc2ccc(Br)cc2)n(C)c1=O	-9	11	.	-11	-15	92	93	92	90	92	93
c1cncc(-c2nnc(-c3cccs3)o2)c1	-2	37	13	-9	-12	96	99	97	97	98	100
COc1ccc(S(=O)(=O)N2CCCC2C(=O)Nc2ccc(C)cc2)cc1 (configuration not stated)	1	10	1	.	-13	98	100	96	100	97	102
O=S1(=O)C[C@@H](O)[C@@H](Nc2ccc(Cl)cc2)C1	2	4	0	.	-59	97	100	97	100	99	99
CC(=O)c1cc(C#N)c(SCC(=O)Nc2nccs2)nc1C	0	9	9	-14	-25	95	93	93	100	96	95
c1ccc(-c2nc(N3CCOCC3)cc(N3CCOCC3)n2)cc1	-1	10	10	9	-20	97	105	104	104	111	99
Cc1cccc(NC(=S)N(Cc2cccc(Br)c2)CC2CCC(C(=O)O)CC2)c1 (configuration not stated)	-2	8	5	15	-20	95	96	97	98	105	92
Cc1cccc(C(=O)OCC(=O)NCc2cccs2)c1	0	10	-9	9	-33	94	95	97	97	95	96
CCC(CC)C1C(C#N)=C(N)Oc2cc(C)oc(=O)c21 (configuration not stated)	1	9	15	-2	-20	100	102	99	104	101	101
Cc1cccc(CSc2nn3c(=O)c(C)nnc3s2)c1	-1	19	25	.	-2	95	96	98	98	103	98
CC1CC2(CCCCC2)Nc2ccc3ccccc3c21 (configuration not stated)	.	2	39	.	10	98	100	100	104	98	101
Cc1ccc(CNC(=O)Cc2cccs2)cc1	-1	41	-6	4	-5	102	103	102	104	104	105

The listing continues:
Molecule	Mcl-1 Bim block	Avidin bead fluor	Mcl1-Noxa inh	Pf gametocyte	Mcl1-Bid inh	Rac1 act GTP bind	HRas wt GTP	Rab2 wt GTP	Rac1 wt GTP bind	Rab7 wt modul	Cdc42 wt
CCn1nnc(NC(=O)C(c2ccccc2)c2ccccc2)n1	-1	11	-4	9	-61	97	97	97	100	99	97
CCOC(=O)CSc1cc(=O)n(CC)c2ccccc12	3	8	-20	.	-9	100	100	98	101	99	100
Cc1ccc(-c2[nH]nc3c2C(c2ccoc2)C(C#N)=C(N)O3)cc1C (configuration not stated)	-2	31	-27	.	-20	94	98	95	98	99	96
COC(=O)c1ccc(-n2cncn2)c([N+](=O)[O-])c1	0	7	1	.	-15	98	98	97	99	106	96
O=C(NC(=S)NCCC1=CCCCC1)c1ccco1	0	10	11	22	-50	95	98	97	100	104	97
COc1ccc(OC)c2c(C)cc(N3CCN(C(=O)c4ccc(Cl)cc4)CC3)nc12	0	15	16	.	-43	98	102	102	104	97	103
O=C(Cn1c(COc2ccccc2)nc2ccccc21)Nc1cc(Cl)cc(Cl)c1	-3	7	8	.	13	102	104	104	105	102	101
COc1ccc(C(=O)NC(=S)N2CCNC(=O)C2)cc1Br	24	10	17	-1	-14	94	93	95	93	94	95
CCCNS(=O)(=O)c1ccc(OCC(=O)Nc2ccc3c(c2)OCO3)cc1	2	35	2	-1	-29	96	98	98	100	102	94
O=c1cc(N2CCCCC2)c(-c2ccccc2)nn1Cc1cccc(Cl)c1	0	15	-10	17	-10	94	96	93	97	95	96
O=S1(=O)CC/C(=N\O)c2ccccc21	-1	22	-2	16	4	98	101	99	101	101	98
COc1cccc(CC2(CO)CCCN(CC3=Cc4cc(Cl)ccc4OC3)C2)c1 (configuration not stated)	-1	9	10	-29	-16	92	96	97	97	103	92
CC1(C(=O)NC(=S)NNC(=O)c2ccncc2)CCCCC1	-2	5	-44	0	-66	98	99	95	101	97	99
Cc1ccc(Sc2nnc(-c3ccccc3)cc2C#N)cc1	6	8	-4	-3	-19	?	?	?	?	?	?
CC(C)CNS(=O)(=O)c1ccc(CCC(=O)NCCC2=CCCCC2)cc1	4	8	0	-1	-7	99	102	100	102	99	102
